MBNL1 CUG block: MBNL1-poly(CUG) RNA binding inhibition | AID 2675 | Potency, µM (series often up to 57.5 µM), inactives show at the highest dose activity change, negative = inhibition, hits mostly inhibitors | TR-FRET MBNL1-His/biotin-(CUG)12 binding, 665/545 ratio | Q9NR56 | 0.036% of 280,000 active; active means well fitted inhibition curve with a large enough effect in the signal ratio, with a control signal flat, not every such curve was filed as active; inconclusive means small, poorly fitted or top-dose-only effect, or effect the other way, or a change in a side signal; inactive means no such curve, though single readings can be large or run the other way; the % refers to the signal ratio; further: potency means the concentration at half of the fitted maximal effect; on the % scale 0 is the no-effect control and ±100 the full control effect
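TR-FRET readout: Ex 340 nm, 665/545 nm emission ratio, normalized to buffer-only (basal) and MBNL1-(CUG)12 controls. Complex of MBNL1-His with Biotin-(CUG)12, compounds 92 nM–58 uM, incubated 60 min at room temperature.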
Mito fusion yeast: mitochondrial division inhibition or fusion activation. AID 485298. 0.23% of 320,000 active. S. cerevisiae fusion-defective mutant growth rescue, CellTiterGlo 48 h. Potency, µM (titrated, usually from 46.1 µM), for inactives: top-dose growth rescue (activation), actives largely listed as activators;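 further: potency means the concentration at half of the fitted maximal effect; % of control where 0% means no effect; nearly all actives have a fitted effect of over 45% in size; temperature-sensitive fusion mutants such as fzo1-1 at 37 °C on non-fermentable ethanol glycerol medium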
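Growth-rescue viability read-out: after 48 h at the non-permissive 37C in glycerol/ethanol YPEG, yeast mitochondrial fusion mutants are measured by CellTiterGlo luminescence; compounds (23 nl pinned per well) restoring growth score as division inhibitors or fusion activators.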
AT treatment: potential ataxia-telangiectasia treatment; […] A-T fibroblasts, KAP-1 phosphorylation AlphaLISA; neocarzinostatin DNA damage 30 min before lysis; Potency, µM (highest dose often 57.5 µM), inactives show top-dose activation, most hits filed as activators; 0.19% of 320,000 active; further: potency means the concentration at half of the fitted maximal effect; % of control where 0% means no effect; nearly all actives have a fitted effect of over 45% in size
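ATM-like activity read as KAP-1 phosphorylation via AlphaLISA donor/acceptor antibody pairs after lysis and 6 hr at 25C. Cells were ATM-null patient fibroblasts ([…], hTERT), dosed 60 min, then exposed to the DSB inducer NCS for 30 min.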
TSG101-PTAP inh: blocks PTAP/TSG101 interaction to inhibit HIV-1 budding; 340,000 tested, under 10 active; Fluorescence polarization, FITC-PTAP peptide / Tsg101 binding; Q99816; Potency, µM (highest dose often 115 µM), for inactives: top-dose activity change, negative = inhibition, most hits filed as inhibitors; active means well fitted inhibition curve with a large enough effect in the main read-out, with a control signal flat, not every such curve was filed as active; inconclusive means small, poorly fitted or top-dose-only effect, or effect the other way, or a change in a side signal; inactive means no such curve, though single readings can be large or run the other way; further: potency means the concentration at half of the fitted maximal effect; % of control where 0% means no effect
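Tsg101 binding domain (10 uM final) was mixed with compound and a FITC-labeled PTAP peptide (50 nM final) in HEPES pH 7.5 buffer with NaCl, Tween 20, EDTA and TCEP; fluorescence polarization was read after 20 min at r.t.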
MLL CXXC-DNA inh: inhibitors of human MLL CXXC domain-DNA interaction; Potency, µM (highest dose often 115 µM), for the others: at the highest dose activity change, negative = inhibition, most hits filed as inhibitors; MLL-CXXC / FITC-HOXA9 DNA fluorescence polarization; 0.037% of 290,000 active; Q03164; active means well fitted inhibition curve with a large enough effect in the polarisation, with a control signal flat, not every such curve was filed as active; inconclusive means small, poorly fitted or top-dose-only effect, or effect the other way, or a change in a side signal; inactive means no such curve, though single readings can be large or run the other way; the % refers to the polarisation; further: potency means the concentration at half of the fitted maximal effect
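Steps: dispense CXXC domain solution (7 uM) → pin compounds or unlabeled HOX-A9 DNA control → 5 min ambient → add FLSN-HOX-A9 solution (50 nM) → spin → 30 min ambient → fluorescence polarization. Tris pH 7.5/NaCl/DTT/BSA buffer.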
TCR activator: T cell receptor activation. primary human leukocytes, anti-CD3, IL-2 HTRF, 48 h. Potency, µM (highest dose often 9.22 µM), for inactives: at the highest dose activation of IL-2 secretion, usual class: activators. 330,000 tested, under 10 active. AID 504894; further: % of control where 0% means no effect
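Compounds are tested in HTS on primary human leukocytes co-incubated with a-CD3 beads for 48 hr. IL-2 output is measured by time-resolved FRET.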
Menin MLL FP TR: menin-MLL binding inhibition, Texas Red mutant peptide | Menin + Texas Red MLL mutant peptide, fluorescence polarization | Potency, µM (doses to about 61.6 µM), without a hit: at the top dose FP activity change, negative = inhibition, hits mostly inhibitors | 0.23% of 270,000 active; active means well fitted inhibition curve with a large enough effect in the polarisation, with a control signal flat, not every such curve was filed as active; inconclusive means small, poorly fitted or top-dose-only effect, or effect the other way, or a change in a side signal; inactive means no such curve, though single readings can be large or run the other way; the % refers to the polarisation; further: potency means the concentration at half of the fitted maximal effect; % of control where 0% means no effect; many of its hits are not listed in these tables
S-ASM inh: blocks human secretory acid sphingomyelinase. P17405. 0.006% of 340,000 active. Potency, µM (top dose mostly 57.5 µM), inactives show at the highest dose activity change, negative = inhibition, hits mostly inhibitors. placental ASM, HMU-PC fluorogenic substrate, 60 min. AID 504937; further: potency means the concentration at half of the fitted maximal effect
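Fluorogenic HMU-PC substrate (9 uM final) is turned over by placental ASM in 60 min at 37 C after a 10 min compound preincubation. Reaction ended by alkaline stop (pH 10), with fluorescence read at 386/447 nm.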
Integrin act MD: activates integrin-mediated alleviation for muscular dystrophy. alpha7betagal myoblasts, beta-gal FDG fluorescence, 48 h. Potency, µM (highest dose often 38.3 µM), for the others: at the highest dose activation, most hits filed as activators. 0.064% of 350,000 active. AID 624291;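 further: potency means the concentration at half of the fitted maximal effect; 100% = response of the positive control SU9516; nearly all actives have a fitted effect of over 60% in size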
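alpha7betagal+/- myoblasts (passage 13, 250/well) treated 48 h at 37C with compounds at 1:260 dilution of DMSO stock. Lysed, then beta-galactosidase activity read as FDG fluorescence (ex 480/em 540) after 30 min, with pre-read for autofluorescence.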
TSHR antag: antagonists of human thyroid stimulating hormone receptor; activity change, negative = inhibition, % at 11.5 µM; TSHR-expressing cells, TSH-stimulated cAMP HTRF, 2 h; active compounds read low; 0.2% of 330,000 active; P16473;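 active means activity change below a set negative limit, meaning inhibition stronger than a set level, cut at about -70% in these data; inconclusive means activity change between two set negative limits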; further: on the % scale 0 is the no-effect control and ±100 the full control effect
Target sequence (P16473 whole entry, looked up): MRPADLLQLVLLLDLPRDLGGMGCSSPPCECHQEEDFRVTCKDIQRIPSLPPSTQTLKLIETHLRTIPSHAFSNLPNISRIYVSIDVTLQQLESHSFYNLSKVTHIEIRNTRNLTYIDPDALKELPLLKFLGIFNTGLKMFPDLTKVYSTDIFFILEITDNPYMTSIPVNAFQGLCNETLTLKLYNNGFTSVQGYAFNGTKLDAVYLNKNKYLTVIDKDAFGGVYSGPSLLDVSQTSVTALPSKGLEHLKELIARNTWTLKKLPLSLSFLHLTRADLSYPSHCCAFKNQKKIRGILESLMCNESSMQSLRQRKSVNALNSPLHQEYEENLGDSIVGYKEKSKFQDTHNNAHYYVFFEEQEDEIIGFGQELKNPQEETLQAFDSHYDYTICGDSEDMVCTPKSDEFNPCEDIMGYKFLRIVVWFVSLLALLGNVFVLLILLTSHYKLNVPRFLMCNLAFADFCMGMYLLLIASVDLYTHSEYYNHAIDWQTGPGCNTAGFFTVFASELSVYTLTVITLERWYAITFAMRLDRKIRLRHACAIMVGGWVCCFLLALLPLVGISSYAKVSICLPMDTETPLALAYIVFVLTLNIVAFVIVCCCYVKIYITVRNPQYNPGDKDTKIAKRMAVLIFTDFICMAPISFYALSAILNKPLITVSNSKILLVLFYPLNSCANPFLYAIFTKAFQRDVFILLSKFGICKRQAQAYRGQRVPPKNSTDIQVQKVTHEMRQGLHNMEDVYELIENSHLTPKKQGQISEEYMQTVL
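TSHR-expressing cells, 200/well, pre-treated with compound, then stimulated with EC80 TSH (4nM final) for 2 hours at 37 deg C. cAMP measured by competitive HTRF: anti-cAMP cryptate antibody in lysis buffer plus cAMP-d2, read after 30 minutes at room temperature.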
* hit, by the source's call; ? = inconclusive; . = no result given; [ ] = another dose, or the depositor's remark. Unless noted, the call rests on the fitted dose curve; in most records, active means well fitted curve in the direction sought with a large enough effect; inconclusive means small, poorly fitted or top-dose-only effect, or another doubt; inactive means no such curve, though single readings can be large; an effect the other way counts as inactive or inconclusive. Only part of the results is shown; the hit share may differ from the screen's.

| # | Compound | MBNL1 CUG block | Mito fusion yeast | AT treatment | TSG101-PTAP inh | MLL CXXC-DNA inh | TCR activator | Menin MLL FP TR | S-ASM inh | Integrin act MD | TSHR antag |
| --- | --- | --- | --- | --- | --- | --- | --- | --- | --- | --- | --- |
| 1 | O=C1CCc2cc(S(=O)(=O)N3CCC(C(=O)NCc4ccccc4Cl)CC3)ccc2N1 | -16% | -1% | 35% | -6% | 8% | 11% | 7% | 4% | -14% | 7 |
| 2 | COc1ccc(N2CC(C(=O)N[C@H](C(=O)NC3CCCCC3)C(C)C)CC2=O)cc1 (stereo partly drawn) | -2% | -1% | 1% | -2% | 0% | 0% | . | 4% | -25% | -12 |
| 3 | O=c1[nH][nH]c(-c2ccccc2O)c1C(C[N+](=O)[O-])c1ccccc1 (stereo not drawn) | . | -18% | -1% | 0% | 9% | 1%[46.1 µM] | -9% | -3% | -49%[inhibitor] | 8 |
| 4 | O=C(O)C1C2CCC(C2)C1C(=O)NCc1ccco1 (stereo not drawn) | -22% | -4% | 3% | 1% | -4% | 3% | ? | -1% | 8% | 24 |
| 5 | Cc1cnc(C(=O)OCC(=O)N2c3ccccc3NC(=O)C2(C)C)cn1 | -8% | 3% | 3% | -4% | 2% | -69% | 8% | 4% | -10% | -2 |
| 6 | COc1cccc(NC(=O)CSc2ccc3nnc(-c4cccnc4)n3n2)c1 | -1% | 1% | 4% | -6% | 4% | -1% | -10% | -1% | -29% | 28 |
| 7 | Cc1sc2nc(CN3CCOCC3)nc(Cl)c2c1C | -1% | -5% | -8% | 0% | 26% | 9%[46.1 µM] | -7% | 3% | -33% | -5 |
| 8 | O=C(OCC1CC(c2ccccc2)=NO1)c1ccc(Br)cc1 (stereo not drawn) | -8% | 1% | -5% | -1% | 16% | -1%[46.1 µM] | -23% | -1% | -10% | 0 |
| 9 | CCC(=O)Nc1nc(C)c(-c2csc(Nc3ccccn3)n2)s1 | ? | -5% | -7% | -1% | 18% | -1% | ? | -14% | 0% | -9 |
| 10 | Cc1ccccc1N1CC(O)(c2ccccc2)[N+]2=C1SCC2 (stereo not drawn) | -9% | -1% | 3% | -2% | 10% | 5%[46.1 µM] | 0% | 1% | -17% | 11 |

Quoted from the listing:
S-ASM inh result of cpd 5 stands at 4%
MLL CXXC-DNA inh result of cpd 2 stands at 0%
MBNL1 CUG block result of cpd 10 stands at -9%

New compounds follow.
| # | Compound | MBNL1 CUG block | Mito fusion yeast | AT treatment | TSG101-PTAP inh | MLL CXXC-DNA inh | TCR activator | Menin MLL FP TR | S-ASM inh | Integrin act MD | TSHR antag |
| --- | --- | --- | --- | --- | --- | --- | --- | --- | --- | --- | --- |
| 11 | COc1ccc(-c2nc3cc(C)ccn3c2NC(=O)c2c(F)cccc2Cl)cc1 | 10% | -6% | -9% | -8% | 36% | 7% | 0% | -5% | 23% | -8 |
| 12 | Brc1ccccc1C1Nc2cccc3cccc(c23)N1 | 14% | 3% | 2% | 1% | 15% | 5% | ? | -15% | -23% | -7 |
| 13 | CC(C)n1c(-c2ccco2)csc1=Nc1cccnc1 | 23% | -11% | -9% | 0% | -3% | 3% | 8% | 1% | -25% | -16 |
| 14 | CCCCOC1(c2ccccc2)NC(=S)NN=C1c1ccccc1 (stereo not drawn) | 18% | 15% | . | . | 7% | . | 0% | . | . | -14 |
| 15 | NC(=O)Cn1nnc(-c2ccc(C(F)(F)F)cc2)n1 | 6% | -3% | -11% | -5% | -1% | -4% | 10% | 1% | -13% | 6 |
| 16 | Cc1nn(Cc2ccccc2)c(C)c1NS(=O)(=O)c1ccccc1 | -3% | -2% | 1% | -2% | 0% | -1% | 2% | -4% | ? | 6 |
| 17 | CCn1ncc(/C=C/C(=O)NCc2cn(C)nc2C)c1C | 19% | -4% | -3% | -1% | 6% | 1% | 5% | -2% | 10% | -1 |
| 18 | CN(c1ccccc1)S(=O)(=O)c1ccc(C(=O)Nc2ncccc2O)cc1 | . | 9% | 2% | -2% | . | 4% | . | . | 10% | -8 |
| 19 | O=C(c1ccncc1)N1CCCC(N2CCN(c3cccc(C(F)(F)F)c3)CC2)C1 (stereo not drawn) | 1% | 0% | 8% | 0% | 4% | 4% | . | 1% | -5% | -16 |
| 20 | COc1ccccc1NC(=S)N(CCN1CCCCCC1)Cc1cccs1 | -3% | 0% | 3% | 0% | 14% | 1% | -9% | 3% | 6% | -2 |
| 21 | COc1ccc(C(=O)N2CCC(C(=O)NC3CC3)CC2)cc1 | -3% | 7% | -6% | 0% | 17% | -2% | 1% | -4% | 4% | -2 |
| 22 | Cc1noc(NS(=O)(=O)c2ccc(N/C=C\C(=O)c3cccc4ccccc34)cc2)c1C | . | -4% | 9% | -12% | 14% | 0% | ? | 54%[activator] | 27% | 5 |
| 23 | CCC(C)Sc1nc2c([nH]c3ccccc32)c(=O)n1C (stereo not drawn) | 4% | 4% | 3% | 5% | 0% | -4% | 1% | -7% | -22% | 2 |
| 24 | O=C1C(Cl)=C(Oc2ccccc2)C(=O)c2ccccc21 | . | . | . | -10% | . | -2% | . | -1% | -31% | . |
| 25 | CCOC(=O)C(C(=O)Nc1ccccn1)C1CCCCC1 (stereo not drawn) | -5% | 1% | -5% | -9% | 13% | 8% | 7% | 8% | 19% | 6 |
| 26 | O=C(Nc1nnc(-c2ccccn2)o1)c1ccc(Br)cc1 | -12% | 13% | -3% | -5% | -3% | 7%[46.1 µM] | 10% | 4% | -6% | -6 |
| 27 | COc1ccc(CCNC(=O)c2cc(C(=O)c3cc(Cl)ccc3O)cn(CCc3ccc(OC)cc3)c2=O)cc1 | -10% | -3% | -9% | -1% | 2% | -1%[46.1 µM] | -6% | -29% | 19% | 9 |
| 28 | CC(=O)Nc1ccc(C(=O)CSc2nccc(=O)[nH]2)cc1 | -8% | 3% | -2% | 0% | 13% | 4% | -7% | -2% | 30% | 3 |
| 29 | CC1CCN(C(=O)Cn2nnc(-c3ccc(N)cc3)n2)CC1 | -2% | -4% | 4% | -1% | 0% | . | 6% | -1% | -49%[inhibitor] | 5 |
| 30 | Cc1cc(CNC(=O)C2(C(F)(F)F)CC(CCCO)CCCO2)nn1C (stereo not drawn) | . | . | . | -3% | . | -3% | 16% | 3% | -10% | . |

3 entries out of the list above, sorted by their value in Menin MLL FP TR, descending.
cpd	mol	Menin MLL FP TR
30	Cc1cc(CNC(=O)C2(C(F)(F)F)CC(CCCO)CCCO2)nn1C (stereo not drawn)	16%
29	CC1CCN(C(=O)Cn2nnc(-c3ccc(N)cc3)n2)CC1	6%
28	CC(=O)Nc1ccc(C(=O)CSc2nccc(=O)[nH]2)cc1	-7%

(next part)
Each structure is followed by: MBNL1 CUG block | Mito fusion yeast | AT treatment | TSG101-PTAP inh | MLL CXXC-DNA inh | TCR activator | Menin MLL FP TR | S-ASM inh | Integrin act MD | TSHR antag
[31] O=C(NCCc1ccccc1)c1ccc(Br)o1
 : 5% | -1% | 1% | -1% | 6% | -5% | 6% | -3% | 1% | 0
[32] Cc1ccc(NC(=O)CSc2nnc(C3CC3)n2C)cc1S(=O)(=O)N1CCCCC1
 : . | -1% | 5% | 2% | . | -2% | . | 3% | 0% | 7
[33] Nc1ccccc1SCCS(=O)(=O)c1ccc(Cl)cc1
 : 2% | 4% | 1% | -1% | 6% | 14% | ? | -2% | -19% | -3
[34] COc1ccc(Cc2nnc3sc(SCC(=O)Nc4ccccc4)nn3c2=O)cc1OC
 : . | -2% | 7% | 1% | . | 4% | . | 0% | -1% | -11
[35] O=C1CCCN1C(=O)CSc1ccc2ccccc2n1
 : . | 0% | 10% | 0% | . | -3% | . | 0% | 9% | 3
[36] Cc1cc(NC(=O)CSc2ncnc3sc(C)c(C)c23)no1
 : 5% | 10% | 9% | 0% | -3% | -1% | -14% | -2% | 9% | -9
[37] COc1ccc(C(=O)Nc2nc(C)c(C(=O)N(C)C)s2)cc1OC
 : -6% | 2% | 1% | -4% | -10% | 7% | -3% | 2% | -25% | -5
[38] Nc1cc(OCC(F)(F)F)cc(OCC(F)(F)F)c1
 : 1% | -2% | -8% | -1% | -8% | -7% | 20% | 2% | 7% | 27
[39] COc1ccccc1CNC(=O)CCS(=O)(=O)Cc1ccc(C)cc1
 : -1% | -2% | -1% | -2% | 8% | 7% | . | 36% | 7% | 16

Bioassay records (PubChem)
